Shiga inhibitor – inhibitors of Shiga toxin in Vero cells; Vero cells, Shiga toxin protein synthesis inhibition reporter; inhibition, % at 38.7 µM; actives 9.2% (n = 290,000); AID 2315; in the data active = inhibition mostly above about 28%, no sharp cut-off; inactive = mostly below about 43%; also: 0% is about no effect
Pf growth 96h – P. falciparum growth inhibition at 96 hour, primary screen for plastid delayed-death inhibitors | Potency, µM (titrated, usually from 28.7 µM), for the others: at the highest dose activity change, negative = inhibition, most hits filed as inhibitors | actives 6.9% (n = 320,000) | P. falciparum luciferase reporter growth, 96 h; also: potency is read from the fitted curve at half-maximal effect; % is scaled to controls: 0 for no effect and ±100 for the full control effect
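P. falciparum expressing integrated firefly luciferase grown in erythrocytes (2% hematocrit, 0.05% parasitemia final) with compounds for 96 hours at 37 C, 5% CO2. Growth inhibition read as loss of luminescence after adding luciferase detection reagent.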
Pf growth 48h – P. falciparum growth inhibition at 48 hours (one generation). Potency, µM (titrated, usually from 28.7 µM), for the others: at the highest dose activity change, negative = inhibition, usual class: inhibitors. actives 5.9% (n = 310,000). P. falciparum luciferase growth in erythrocytes, 48 h; also: potency is read from the fitted curve at half-maximal effect; % is scaled to controls: 0 for no effect and ±100 for the full control effect
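Luminescence readout; reporter = integrated firefly luciferase in P. falciparum. RBC culture at 2% hematocrit, 0.1% parasitemia final, 37 C/5% CO2; decreased signal taken as growth inhibition.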
FBPA Giardia inh – Giardia lamblia aldolase inhibition. purified Giardia FBPA. actives 0.71% (n = 290,000). AID 2451. Potency, µM (highest dose often 59.6 µM), inactives show at the top dose activity, negative = inhibition, most hits filed as inhibitors. A8B2U2; also: potency is read from the fitted curve at half-maximal effect; % is scaled to controls: 0 for no effect and ±100 for the full control effect; nearly all actives have a fitted effect of over 55% in size
Target sequence (A8B2U2 whole entry, looked up): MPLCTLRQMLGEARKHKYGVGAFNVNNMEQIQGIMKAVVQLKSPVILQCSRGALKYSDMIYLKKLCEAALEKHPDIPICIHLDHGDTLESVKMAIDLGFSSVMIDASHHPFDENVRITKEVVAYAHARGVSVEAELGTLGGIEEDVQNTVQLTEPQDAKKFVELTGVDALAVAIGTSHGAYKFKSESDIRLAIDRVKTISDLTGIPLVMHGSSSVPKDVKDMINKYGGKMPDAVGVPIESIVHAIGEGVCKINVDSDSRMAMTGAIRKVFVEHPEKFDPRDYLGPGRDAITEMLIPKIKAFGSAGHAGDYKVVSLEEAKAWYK
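Giardia FBPA (40 nM reagent) was preincubated 10 min at RT with compound (up to 57.5 uM final), then substrate plus GAPDH/TPI/NAD/arsenate coupling system with diaphorase/resazurin was added; resorufin fluorescence (525/598 nm) was read after 20 min.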
Sm TGR block – S. mansoni TGR enzyme inhibition; purified TGR, DTNB reduction, TNB absorbance 405 nm; Potency, µM (titrated, usually from 114 µM), for inactives: at the highest dose activity change, negative = inhibition, most hits filed as inhibitors; actives 3% (n = 360,000); AID 485364; also: potency is read from the fitted curve at half-maximal effect; % is scaled to controls: 0 for no effect and ±100 for the full control effect; nearly all actives have a fitted effect of over 60% in size
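First, TGR (20 nM dispensed) and NADPH were mixed with compound. Second, a 15 min room-temperature incubation followed. Third, further NADPH and then DTNB were added to start the reaction. Finally, TNB absorbance was monitored kinetically.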
Cycloheximide cs – affects cycloheximide protein synthesis inhibition readout, counter-screen; cell reporter, cycloheximide protein synthesis inhibition counterscreen; max response, %; actives 12% (n = 300,000); AID 2314; in the data active = max response mostly above about 13%, no sharp cut-off; inactive = mostly below about 14%; also: read at 38.3 µM for the half of the compounds with a filed dose; 0% is about no effect
* marks the source's active call; other numbers are inactive results; ? = inconclusive; / = no result given; & = joins results of further samples; [ ] = dose if it differs, or a comment. Unless noted, calls follow the shape of the dose curve; as a rule, active = well fitted curve in the direction sought with a large enough effect; inconclusive = small, poorly fitted or top-dose-only effect, or another doubt; inactive = no such curve, though single readings can be large; an effect the other way counts as inactive or inconclusive.

Every second line gives: Pf growth 96h, FBPA Giardia inh, Pf growth 48h, Sm TGR block, Cycloheximide cs, Shiga inhibitor
Cc1cc(-c2ccccc2)n(-c2ccc(C(=O)N3CCN(c4ncccn4)CC3)cc2)n1
 : -5%, -1%, ?, 6%, -4, -13
O=C(NC1CC1)C1=NOC(CNc2ncc(C(F)(F)F)cc2Cl)C1 (stereo unspecified)
 : 12µM*, 1%, /, 8%, -2, -12
CC(C)(/C=N/O)/[N+]([O-])=C/C=[N+](\[O-])C(C)(C)/C=N/O
 : 27%, -3%, 4%, 1%, -1, -7
Cc1cccc(-c2nnc(SCC(=O)Nc3ncccn3)n2C)c1
 : 4%, -1%, 5%, 1%, 1, -6
Cc1nnc(SC2CC(=O)N(c3ccccc3)C2=O)s1 (stereo unspecified)
 : 156%[activator], -6%, 27%, 2.5µM*, 4, 0
O=C(NCCCN1CCCCCC1)C1CC(=O)N(CCc2ccccc2)C1 (stereo unspecified)
 : -27%, ?, 14%, -1%, 1, -8
O=C(N[C@H](Cc1cc(=O)[nH]c2ccccc12)C(=O)O)c1ccc(Cl)cc1
 : -1%, -4%, -6%, -8%, -4, 19
CCCNCc1nnc(-c2ccccc2Cl)o1
 : 25%, 9%, 28%, -1%, 7, 32
CCC(=O)Nc1ccc2nc(C)n(CC(=O)Nc3ccccc3)c(=O)c2c1
 : 1%, -18%, -22%, 5%, -1, 12
Cc1noc(C)c1COC(=O)c1cccc(S(=O)(=O)N2CCOCC2)c1
 : 3%, /, ?, -2%, /, /
O=C1/C(=C/c2ccc(F)cc2)SC(=S)N1N1CCOCC1
 : ?, 0%, 26%, ?, 3, 16
CCOc1ccc2nc(SCC(=O)Nc3cc(C)on3)c(C)cc2c1
 : ?, -29%, ?, -11%, -2, -10
CCOCCCNC(=O)C1(O)c2cc(Br)ccc2NC(=O)N1c1ccc(OCC)cc1 (stereo unspecified)
 : -13%, -4%, 2%[0.00184 µM], 0%, -3, -5
C=CCSc1nnc(C)n1-c1ccc(Cl)cc1
 : /, -5%, ?, 1%, -4, -3
CCN(CC(=O)NCc1ccc(Cl)cc1)C(=O)CCC(=O)c1ccc(F)cc1
 : 0%, /, ?, 0%, /, /
CC(C)[C@H](NC(=O)c1ccccc1)C(=O)OCC(=O)N1CCN(C(=O)c2ccco2)CC1
 : 46%[activator], 2%, 0%, -5%, -1, 16
Cc1cccc(NCc2nc(SCC(=O)Nc3ccccc3)n[nH]2)c1
 : 4%, -21%, 52%[activator], 0%, 1, /
COc1ccc(Br)cc1C1CC(=O)N2CN(C)CSC2=C1C#N (stereo unspecified)
 : ?, ?, /, ?, -2, 9
COc1ccc(NC(=O)Nc2ccc(Br)cn2)cc1OC
 : ?, -6%, /, 6%, 22, 11
CN(C)c1ccc(C2N(C)C(=O)c3ccccc3N2C)cc1 (stereo unspecified)
 : 0%, -1%, ?, 3%, -2, -13
O=C(CNC(=O)c1ccc(Br)o1)NNC(=O)COc1ccccc1Cl
 : 24%, /, -16%, -5%, /, /
CC1(C)Cc2nc3sc(C(=O)NCCO)c(N)c3cc2CO1
 : -1%, -24%, 216%[activator], -8%, 19*, 51*
CCc1nc(Sc2nc(C)cc(C)n2)c2oc3ccccc3c2n1
 : ?, -2%, ?, -9%, -1, -16
CCOC(=O)c1ccc(NC(=O)Nc2cc(C)on2)cc1
 : /, -2%, ?, 6%, 32*, 39*
Cc1ccsc1/C=N\Nc1cn[nH]c(=O)c1Cl
 : 28%, 1%, 47%[activator], -7%, 31*, 46
CCOC(=O)C1CSC(CC(=O)Nc2ccc(OCC)cc2)C(=O)N1 (stereo unspecified)
 : -11%, 5%, ?, -24%, 1, -5
O=C(Nc1ccccc1C(=O)N1CCOCC1)C1COc2ccccc2O1 (stereo unspecified)
 : 60%[activator], -1%, -12%, 8%, -1, 12
O=C(NC1CC1)c1ccc2c(c1)S(=O)(=O)c1cc(Cl)ccc1C2=O
 : 43%[activator], /, -2%, -3%, /, /
CN(C(=O)Nc1ccc(Cl)cc1Cl)[C@H]1c2cc(Br)ccc2OC[C@H]1CO
 : ?, 0%, 8.3µM*, 4%, 6, 5
O=c1c2c(-c3cccs3)csc2ncn1-c1ccccc1
 : 12µM*, 3%, -15%, -5%, 2, 7

13 entries from above, set out differently.
Molecule | Pf growth 96h | FBPA Giardia inh | Pf growth 48h | Sm TGR block | Cycloheximide cs | Shiga inhibitor
CCOc1ccc2nc(SCC(=O)Nc3cc(C)on3)c(C)cc2c1 | ? | -29% | ? | -11% | -2 | -10
CCOCCCNC(=O)C1(O)c2cc(Br)ccc2NC(=O)N1c1ccc(OCC)cc1 (stereo unspecified) | -13% | -4% | 2%[0.00184 µM] | 0% | -3 | -5
C=CCSc1nnc(C)n1-c1ccc(Cl)cc1 | / | -5% | ? | 1% | -4 | -3
CCN(CC(=O)NCc1ccc(Cl)cc1)C(=O)CCC(=O)c1ccc(F)cc1 | 0% | / | ? | 0% | / | /
CC(C)[C@H](NC(=O)c1ccccc1)C(=O)OCC(=O)N1CCN(C(=O)c2ccco2)CC1 | 46%[activator] | 2% | 0% | -5% | -1 | 16
Cc1cccc(NCc2nc(SCC(=O)Nc3ccccc3)n[nH]2)c1 | 4% | -21% | 52%[activator] | 0% | 1 | /
COc1ccc(Br)cc1C1CC(=O)N2CN(C)CSC2=C1C#N (stereo unspecified) | ? | ? | / | ? | -2 | 9
COc1ccc(NC(=O)Nc2ccc(Br)cn2)cc1OC | ? | -6% | / | 6% | 22 | 11
CN(C)c1ccc(C2N(C)C(=O)c3ccccc3N2C)cc1 (stereo unspecified) | 0% | -1% | ? | 3% | -2 | -13
O=C(CNC(=O)c1ccc(Br)o1)NNC(=O)COc1ccccc1Cl | 24% | / | -16% | -5% | / | /
CC1(C)Cc2nc3sc(C(=O)NCCO)c(N)c3cc2CO1 | -1% | -24% | 216%[activator] | -8% | 19* | 51*
CCc1nc(Sc2nc(C)cc(C)n2)c2oc3ccccc3c2n1 | ? | -2% | ? | -9% | -1 | -16
CCOC(=O)c1ccc(NC(=O)Nc2cc(C)on2)cc1 | / | -2% | ? | 6% | 32* | 39*

(more compounds)
Every second line gives: Pf growth 96h, FBPA Giardia inh, Pf growth 48h, Sm TGR block, Cycloheximide cs, Shiga inhibitor
Cc1cccc(NC(=O)CNC(=O)c2ccc(-n3cncn3)c([N+](=O)[O-])c2)c1C
 : 2%, /, 10%, 4%, /, /
O=C(COc1ccc(Cl)cc1)Nc1ccc2c(c1)CCC2
 : -20%, 0%, -4%, -5%, 8, 2
COc1ccc(NC(=O)N2CCCCCC2)cc1
 : ?, 2%, 41%[activator], 13%, 21*, 50*
CSCCC(NC(=O)c1ccc([N+](=O)[O-])cc1Cl)C(=O)OC1CCCCC1=O (stereo unspecified)
 : -27%, /, 21%, ?, -3, -7
COc1ccc(CC(=O)c2ccc(OC)c(OC)c2)cc1
 : -17%, 0%, -12%, 3%, 23*, 130
COc1ccc(/C=N/Nc2nc3ccccc3s2)cc1O
 : ?, -10%, 284%[activator], 7%, 33, 68*
COc1ccc(Nc2nc(N)c([N+](=O)[O-])c(N3CCN(C)CC3)n2)cc1
 : ?, 9%, ?, ?, -2, -6
O=C1C2C3C=CC([C@@H]2C(=O)N1C1CC1)[C@H]1C(=O)N(C2CC2)C(=O)C31 (stereo partly specified)
 : 1%, 1%, 20%, 0%, -5, -3
O=S(=O)(Nc1nc2ccccc2nc1NCC1CCCO1)c1cc(Cl)ccc1Cl (stereo unspecified)
 : -18%, 11%, -23%, 0%, -2, -4
COc1cc([N+](=O)[O-])ccc1NC(=O)Nc1nc2c(s1)CCCC2
 : -5%, 3%, 1.5µM*, 3%, -2, 10
COc1ncccc1-c1nnn(-c2ccc(C)cc2)n1
 : 207%[activator], 3%, 170%[activator], -18%, 49*, 131*
CCOC(=O)c1sc(NC(=O)CCCn2nc([N+](=O)[O-])cc2C)c(C(=O)OCC)c1C
 : 3%, -1%, -3%, 1%, -6, -12
CCn1cc(CCC(=O)NCc2ccc(F)cc2)c2ccccc21
 : ?, -6%, ?, 25%&0%, 6, -5
O=C(N/N=C/c1ccccc1)c1ccc(N2CCOCC2)c([N+](=O)[O-])c1
 : 3%, -9%, -11%, 1%, 3, -1
COC(=O)Nc1nc2ccc(Br)cc2s1
 : 33%[activator], 4%, 32%[activator], /, 16, 26
CC(=O)c1cccc(NS(=O)(=O)c2ccc(N/C=C\C(=O)c3ccc(F)cc3)cc2)c1
 : ?, /, ?, 0%, 37*, 122*
COc1ccc(/C=C/C=C2\NC(=S)NC2=O)cc1
 : 1%, 0%, 108%[activator], 20%, 20, 33
C/C(=N\NC(=O)c1c(Cl)c(C)nn1C)c1cccc(NC(=O)COc2ccccc2)c1
 : ?, 0%, 16%, 0%, 1, 42
COc1ccccc1NC(=O)c1ccc(-n2cccn2)nc1
 : ?, -4%, ?, 10%, -1, -8
CCCCN1C(=O)C(NC(=O)c2cccnc2)(C(F)(F)F)C2=C1CC(C)(C)CC2=O (stereo unspecified)
 : 37%[activator], /, -17%, 9%, -1, 22
N#Cc1c(N)nc2c3c(sc(=N)c2c1N)NC(=O)CC3c1ccccc1 (stereo unspecified)
 : -23%, -24%, ?, 6%, -3, -6
COc1ccc(OCC(=O)NNC(=O)C2CCCO2)cc1 (stereo unspecified)
 : ?, 5%, 18%, -4%, -1, -6
CCN(CC)CCCn1c2c(c(SCC(=O)Nc3ccc(F)c(F)c3)nc1=O)CCC2
 : ?, /, ?, -4%, /, /
Cc1cccc(Nc2nn3c(=O)c4ccccc4nc3s2)c1
 : 19%, 0%, 87%[activator], -1%, 14, 55*
CC(C)(C)/C(COc1ccccc1[N+](=O)[O-])=N/O
 : -4%, -24%, 22%, -1%, 16, 32
CC(=N\NC(=O)c1ccccc1)/C(=N/O)C(=O)Nc1ccccc1
 : 0%, -8%, -12%, 2%, -2, 23
Cc1ccc(S(=O)(=O)NN2Cc3ccccc3C2=N)cc1
 : 23%, -2%, 9%, 0%, 1, -7
CCOc1ccccc1CN1CCCC(CNS(=O)(=O)c2ccc(OC)cc2)C1 (stereo unspecified)
 : 26%, /, ?, -6%, -3, -13
O=C(Oc1ccccc1)c1ccc2nsnc2c1
 : -3%, -5%, 77%[activator], 0%, 53*, 75*
CC(/C=C1\SC(=O)N(CC(=O)Nc2ccc(O)cc2)C1=O)=C\c1ccccc1
 : -16%, 11%, -10%, -10%, 29, 40*
CC(=O)N1CCC(c2c[nH]c3ccccc23)CC1
 : 4%, 6%, 111%[activator], 1%, -1, -9
Cc1cc2c(cc1S(=O)(=O)N(C)c1ccccc1)n(C)c(=O)n2C
 : -1%, 12%, 2%, -17%, 0, -6
Cc1ccc(-c2csc(NC(=O)c3c(C)noc3C)n2)cc1C
 : -25%, /, -22%, 1%, /, /
O=C(/C=C\Nc1ccccn1)c1ccc(Cl)cc1
 : -28%, 2%, 170%[activator], 5%, 33*, 75*
CC(C)c1ccccc1NC(=O)COC(=O)COc1ccccc1[N+](=O)[O-]
 : 26%, -1%, -3%, -6%, 10, 17
COc1ccc(/C=N/N=C2/CC(C)(C)Cc3n[nH]c(=O)cc32)cc1
 : /, ?, -19%, 13µM*, 19, 36*
C[C@H](NC(=O)c1nc[nH]c1C(=O)NC1CCN(C(=O)OC(C)(C)C)CC1)C(=O)OCc1ccccc1
 : 23%, -26%, ?, -3%, -3, -10
O=C(NNC(=S)Nc1ccc(Cl)cc1Cl)c1cccnc1
 : ?, /, 69%[activator], -2%, /, /
CCOC(=O)C1=CN(CC2CCCO2)C=C(C(=O)OCC)C1c1ccccc1C(F)(F)F (stereo unspecified)
 : ?, -8%, 8.3µM*, /, -6, -6
CCOC(=O)N1CCc2c(sc(N)c2C#N)C1
 : 7%, -23%, 25%, 0%, 1, 3
